# Screens as filed in PubChem.
# NALP3 yeast inh – inhibitors of NALP3 inflammasome in yeast; Yeast reconstituted NLRP3/ASC/caspase-1, beta-gal luminescence, 24 h; inhibition, % at 10 µM; hit rate 0.39% among 330,000;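 active = inhibition of 50% or more; inactive = inhibition below 50%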;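 note: plate controls were induced DMSO wells for no effect and uninduced yeast grown without galactose for full effect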
# A3G deaminase – APOBEC3G (human) deaminase inhibition. recombinant A3G, ssDNA deamination FAM/TAMRA fluorescence. inhibition, % at 20 µM. hit rate 0.28% among 330,000;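 active = inhibition of at least 40% at 20 µM, with no more than 30% in the related APOBEC3A deaminase screen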;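 note: plate controls were DMSO wells with A3G for no effect and wells lacking A3G enzyme for full effect; some compounds called inactive have numbers as strong as hits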
# Target sequence (Q9HC16 whole entry, looked up): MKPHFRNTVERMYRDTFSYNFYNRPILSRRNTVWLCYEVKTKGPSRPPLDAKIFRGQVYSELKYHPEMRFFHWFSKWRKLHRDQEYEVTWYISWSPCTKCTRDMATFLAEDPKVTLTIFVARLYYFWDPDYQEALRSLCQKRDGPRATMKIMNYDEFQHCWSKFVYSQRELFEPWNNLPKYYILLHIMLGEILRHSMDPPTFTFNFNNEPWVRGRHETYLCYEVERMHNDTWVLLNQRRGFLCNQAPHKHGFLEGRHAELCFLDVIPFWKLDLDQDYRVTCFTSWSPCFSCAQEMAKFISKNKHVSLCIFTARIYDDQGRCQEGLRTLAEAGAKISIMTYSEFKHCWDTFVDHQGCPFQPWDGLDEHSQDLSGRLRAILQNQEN
# mIAP activ – increases mouse intestinal alkaline phosphatase activity. muIAP, CDP-Star luminescence, 30 min; hits give high values; 1 = vehicle-only enzyme signal, 0 = enzyme-free wells. activation factor at 10 µM. hit rate 0.24% among 330,000. AID 2805;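 active = activation factor of at least 2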; note: the source names both 10 and 20 µM as test concentration; values of inactives mirror those of a sister screen read the other way
#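 Assay system: mouse IAP enzyme; Reagent: CDP-Star chemiluminescent phosphatase substrate; Compound: DMSO-dissolved test compounds; Incubation: 30 min, room temperature; Technique: luminescence from enzymatic CDP-Star hydrolysis; Controls: DMSO-only wells and no-enzyme negative control.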
# tim10-1 inh – tim10-1 yeast growth inhibition. S. cerevisiae tim10-1 ts strain growth, BacTiter-Glo, 24 h. inhibition, % at 20 µM. hit rate 2.2% among 330,000;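 active = inhibition of at least 40%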;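 note: mutant grown at 25 °C; 0% = DMSO wells with yeast and 100% = wells holding no yeast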
# mIAP inh – mouse IAP inhibition | purified mouse IAP, CDP-Star luminescence, 30 min | inhibition, % at 10 µM | hit rate 0.2% among 330,000 | AID 2806;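 active = inhibition of at least 40% at 10 µM in the primary screen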;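 note: plate controls were DMSO with enzyme for no effect and no enzyme wells for full effect; values of inactives mirror those of a sister screen read the other way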
# MIN6 prolif – inducers of beta-cell replication in MIN6 cells | MIN6 cells proliferation, ATPlite luminescence, 48 h; cells starved in 0.2% serum; 100% = growth in 10% serum | hit rate 0.29% among 330,000 | proliferation, % at 10 µM;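 active = compounds whose signal lies at least 3.5 SD above the mean of all wells on their plate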;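 note: 0% = DMSO-treated cells in low-serum medium and 100% = 10% serum control; some compounds called inactive have numbers as strong as hits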
# hIAP block – blocks human intestinal alkaline phosphatase; P09923; purified IAP, CDP-Star luminescence, 30 min; inhibition, % at 10 µM; hit rate 0.12% among 330,000;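 active = inhibition reaching a set limit with compound at 10 µM in the primary screen, cut at about 35% in these data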;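 note: plate controls were DMSO wells with enzyme for no effect and no-enzyme buffer wells for full effect; values of inactives mirror those of a sister screen read the other way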
# Target sequence (P09923 whole entry, looked up): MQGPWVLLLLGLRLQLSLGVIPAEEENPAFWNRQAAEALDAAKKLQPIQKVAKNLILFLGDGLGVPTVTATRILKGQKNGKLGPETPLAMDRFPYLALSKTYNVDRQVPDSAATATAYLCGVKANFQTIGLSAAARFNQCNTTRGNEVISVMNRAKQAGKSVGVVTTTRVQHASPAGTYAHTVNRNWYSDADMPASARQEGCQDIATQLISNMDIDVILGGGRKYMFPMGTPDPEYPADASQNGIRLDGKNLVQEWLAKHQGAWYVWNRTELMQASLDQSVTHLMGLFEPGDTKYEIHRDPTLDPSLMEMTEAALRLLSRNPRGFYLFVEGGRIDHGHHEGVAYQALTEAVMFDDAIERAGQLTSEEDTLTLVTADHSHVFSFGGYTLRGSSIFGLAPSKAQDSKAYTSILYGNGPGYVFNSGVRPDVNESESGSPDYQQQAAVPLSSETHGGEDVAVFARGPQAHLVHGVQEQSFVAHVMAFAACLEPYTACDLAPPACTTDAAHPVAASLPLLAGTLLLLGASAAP
# A3A deaminase – inhibitors of human APOBEC3A DNA deaminase; inhibition, % at 20 µM; recombinant A3A, FAM/TAMRA ssDNA deamination fluorescence; hit rate 0.41% among 330,000; P31941;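 active = at least 40% inhibition at 20 µM here, with at most 30% in a related deaminase screen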;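 note: plate controls were A3A with DMSO for no effect and wells lacking A3A enzyme for full effect; some results filed as inactive read as strong as hits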
# TIM10 inh – growth inhibitors of TIM10 yeast strain; S. cerevisiae TIM10 strain growth, BacTiter-Glo luminescence, 24 h; inhibition, % at 10 µM; hit rate 1.4% among 330,000; AID 463195;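 active = inhibition of 40% or more at the single tested concentration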;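 note: wild-type TIM10 isogenic control strain grown at permissive 25 °C; 0% = DMSO yeast wells and 100% = minimal medium wells without yeast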
# * marks the source's active call; other numbers are inactive results.
[1] Cn1c(=O)[nH]c2c(Cl)nccc21
[2] CN(C(=O)c1ccc2c(c1)CCO2)C(C)(C)C
[3] Cc1ccc2nc(Cn3cc(C(F)(F)F)ccc3=O)cc(=O)n2c1
[4] CN1Cc2ccccc2N(CC(=O)NCc2ccccc2)C1=O
[5] C=CCN1C(=O)CSc2ccc(C(=O)N3CCC(C)CC3)cc21
[6] CCC(=O)c1ccc(OCC(O)CN2CCN(S(=O)(=O)c3ccc(NC(C)=O)cc3)CC2)cc1 (stereo not given)
[7] Cn1cnnc1SCNC(=O)C(F)(F)F
[8] O=CN1Cc2ccccc2-c2ccccc2C1
[9] COc1ccc(N2CCN(C(=O)c3ccc(CSc4ccccc4)cc3)CC2)cc1
[10] Cc1ccc(S(=O)(=O)N2[C@@H](c3ccc(F)cc3)C(C(=O)O)=CC[C@H]2c2cccc(C)c2)cc1
assay / entry	1	2	3	4	5	6	7	8	9	10
mIAP inh	-11	2	5	7	-6	7	5	1	-2	13
A3A deaminase	-4	-1	0	2	2	-4	0	-6	-1	1
TIM10 inh	-13	-14	3	-13	-5	1	-13	5	18	13
hIAP block	-19	0	10	-1	24	-4	-5	16	-7	-3
A3G deaminase	-6	-3	-10	-2	-1	-7	-3	-6	0	-9
NALP3 yeast inh	-9	17	4	-6	3	-1	8	8	13	0
mIAP activ	1.1	0.98	0.95	0.93	1.1	0.93	0.95	0.99	1	0.87
MIN6 prolif	-2	1	1	-2	-1	1	0	-1	-5	-5
tim10-1 inh	-14	-32	7	8	20	14	-11	1	12	4

[11] CNC(=O)NC(=O)C(C)OC(=O)c1cc2c(s1)CCCCC2 (stereo not given)
[12] CC(C)(C)C(=O)/C=c1\s/c(=C\c2ccc(-c3ccc([N+](=O)[O-])cc3)o2)c(=O)n1CC(=O)NC(N)=O
[13] COc1ccc(C(=O)c2ccc(N3CCOCC3)cc2)c(OC)c1
[14] CN(C#N)c1nccc(-c2cccs2)n1
[15] CCCCSc1nc(C)cc(SCC(=O)N/N=C/c2ccccc2)n1
[16] COc1ccc(OC)c(CNc2ccc3c(c2)CCC3)c1
[17] Cc1ccc(-c2cnc(C3CC3)o2)cc1S(=O)(=O)Nc1ccccc1
[18] COc1cc(C(=O)OCC(=O)NC23CC4CC(CC(C4)C2)C3)cc(OC)c1OC
[19] CC(CNCc1ccc2c(c1)OCO2)NCc1ccc2c(c1)OCO2 (stereo not given)
[20] Cc1ccc(C2=NN(C(=O)CSc3nc(N)cc(N)n3)C(c3ccco3)C2)cc1 (stereo not given)
assay / entry	11	12	13	14	15	16	17	18	19	20
mIAP inh	-2	23	0	14	7	9	3	-2	-3	7
A3A deaminase	4	-34	0	-1	-4	-3	3	1	7	-6
TIM10 inh	5	25	-2	8	16	2	15	18	-20	12
hIAP block	4	18	4	12	10	-6	13	3	-14	6
A3G deaminase	0	-59	-2	0	-12	-4	-1	-6	0	-6
NALP3 yeast inh	28	6	9	26	16	29	-2	2	34	13
mIAP activ	1	0.77	1	0.86	0.93	0.91	0.97	1	1	0.93
MIN6 prolif	0	-2	-1	-2	-2	-3	-3	4	-1	1
tim10-1 inh	28	21	24	14	6	3	41*	26	0	14

[21] CCOc1ccc(S(=O)(=O)NCC2(N3CCCCC3)CCCCC2)cc1
[22] CSc1nnc(-c2cc(-c3ccc(C)cc3)nc3ccccc23)o1
[23] O=C(Cn1cnc2cc([N+](=O)[O-])ccc2c1=O)NC(=O)NCc1ccccc1
[24] COc1ccc(OCC(O)Cn2cnc(-c3ccc(Br)cc3)c2)cc1 (stereo not given)
[25] ClC(/C=N/n1cnnc1)=C/c1ccccc1
[26] COc1ccc(-c2nnc(SCC(=O)NCc3ccco3)n2C)cc1
[27] NC(=O)CSCc1nc2ccccc2s1
[28] COc1cc(C(=S)N2CCC(C)CC2)ccc1O
[29] S=C(NCc1ccco1)N1CCN(c2nc(-c3ccccc3)cs2)CC1
[30] CCCCc1nnc(NC(=O)c2ccc3[nH]c(=O)c(=O)[nH]c3c2)s1
assay / entry	21	22	23	24	25	26	27	28	29	30
mIAP inh	-1	12	2	-4	-2	-2	5	13	5	2
A3A deaminase	-2	2	0	-3	-2	1	1	-1	1	1
TIM10 inh	-7	21	-2	52*	30	-16	9	-3	32	-3
hIAP block	6	5	-4	19	6	-13	-2	2	0	18
A3G deaminase	-12	-6	-6	-1	-8	4	-5	-1	3	0
NALP3 yeast inh	-5	18	-4	37	9	12	15	-60	18	13
mIAP activ	1	0.88	0.98	1	1	1	0.95	0.87	0.95	0.98
MIN6 prolif	9	-1	1	-2	-3	-3	-4	-2	-4	-6
tim10-1 inh	0	10	14	7	30	13	16	22	11	-10

[31] COc1ccc(SC[C@H](Cc2ccccc2)N2CC[C@@H](C)CCC2=O)cc1
[32] c1ccc2c(c1)nc(NCC1CCCO1)c1nnnn12 (stereo not given)
[33] CCc1ccccc1NC(=O)C1=CC(c2cccs2)=NS(=O)(=O)N1C
[34] COc1ccc(Cn2c(SCc3ccc(C)cc3)nc3cc(OC)c(OC)cc3c2=N)cc1Cl
[35] N#Cc1c(NC(=O)CSc2nc(-c3ccco3)cc(C(F)(F)F)n2)sc2c1CCCC2
[36] COc1ccc(C(=O)CSc2nnc(CNc3ccc(C)cc3C)o2)cc1
[37] Clc1ccccc1CSc1ncn(-c2ccccc2)n1
[38] CCOC(=O)c1ccc(CN(Cc2ccccc2)S(=O)(=O)c2cccc([N+](=O)[O-])c2)cc1
[39] COc1ccc(S(=O)(=O)N2CCN(C)CC2)cc1C(=O)Nc1ccccc1
[40] COc1ccc(NC(=O)COC(=O)c2ccc(-n3cnnn3)cc2)c([N+](=O)[O-])c1
assay / entry	31	32	33	34	35	36	37	38	39	40
mIAP inh	3	-4	5	2	16	18	0	14	-5	0
A3A deaminase	-1	-4	0	3	-3	-2	4	0	-5	1
TIM10 inh	17	-7	1	62*	0	1	9	-6	-4	6
hIAP block	-4	-2	22	8	-11	1	2	-10	-14	3
A3G deaminase	-5	-11	-4	-6	-7	0	2	-1	-5	-5
NALP3 yeast inh	14	15	9	19	8	12	24	22	20	20
mIAP activ	0.97	1	0.95	0.98	0.83	0.82	0.99	0.86	1.1	1
MIN6 prolif	-5	3	0	-6	-2	3	-2	0	0	1
tim10-1 inh	20	8	10	90*	-22	20	30	23	-9	2

# Some of these compounds in order of molar mass, low to high.
[28] COc1cc(C(=S)N2CCC(C)CC2)ccc1O
[37] Clc1ccccc1CSc1ncn(-c2ccccc2)n1
[30] CCCCc1nnc(NC(=O)c2ccc3[nH]c(=O)c(=O)[nH]c3c2)s1
[36] COc1ccc(C(=O)CSc2nnc(CNc3ccc(C)cc3C)o2)cc1
[31] COc1ccc(SC[C@H](Cc2ccccc2)N2CC[C@@H](C)CCC2=O)cc1
[29] S=C(NCc1ccco1)N1CCN(c2nc(-c3ccccc3)cs2)CC1
[39] COc1ccc(S(=O)(=O)N2CCN(C)CC2)cc1C(=O)Nc1ccccc1
[40] COc1ccc(NC(=O)COC(=O)c2ccc(-n3cnnn3)cc2)c([N+](=O)[O-])c1
[38] CCOC(=O)c1ccc(CN(Cc2ccccc2)S(=O)(=O)c2cccc([N+](=O)[O-])c2)cc1
[35] N#Cc1c(NC(=O)CSc2nc(-c3ccco3)cc(C(F)(F)F)n2)sc2c1CCCC2
assay / entry	28	37	30	36	31	29	39	40	38	35
mIAP inh	13	0	2	18	3	5	-5	0	14	16
A3A deaminase	-1	4	1	-2	-1	1	-5	1	0	-3
TIM10 inh	-3	9	-3	1	17	32	-4	6	-6	0
hIAP block	2	2	18	1	-4	0	-14	3	-10	-11
A3G deaminase	-1	2	0	0	-5	3	-5	-5	-1	-7
NALP3 yeast inh	-60	24	13	12	14	18	20	20	22	8
mIAP activ	0.87	0.99	0.98	0.82	0.97	0.95	1.1	1	0.86	0.83
MIN6 prolif	-2	-2	-6	3	-5	-4	0	1	0	-2
tim10-1 inh	22	30	-10	20	20	11	-9	2	23	-22

# Following part
[41] O=C(COc1ccc(Br)cc1Br)NC1CCCC1
[42] COC(=O)CCCCCCCCC(O)CN1CCCCC1 (stereo not given)
[43] O=C(CC12CC3CC(CC(Br)(C3)C1)C2)Nc1cccc(S(=O)(=O)NC2=NCCC2)c1
[44] NNC(=O)c1ccc(Cn2cc(Br)c(N)n2)cc1
[45] COc1cc(COC(=O)c2cnc(C)cn2)c(OC)cc1Br
[46] Cc1nnc(C)n1/N=C/c1cc(Br)cc(Br)c1O
[47] Cn1ccsc1=NC(=O)c1ccc(Cl)cc1
[48] COC(=O)[C@@]1(Cc2ccc(F)cc2)[C@H]2c3cc(C(=O)N4CCCC4)n(CCCNc4ncc(C(F)(F)F)cc4Cl)c3C[C@H]2CN1C(=O)c1ccccc1
[49] O=C(NCC(c1ccco1)N1CCN(c2ccccc2F)CC1)c1ccc2c(c1)OCO2 (stereo not given)
[50] O=S(=O)(c1ccc(Br)s1)N1CCN(Cc2ccc3c(c2)OCO3)CC1
assay / entry	41	42	43	44	45	46	47	48	49	50
mIAP inh	-6	2	-9	1	5	8	-4	-5	-4	6
A3A deaminase	9	0	0	1	0	-2	0	-2	-3	-4
TIM10 inh	-20	1	20	12	-22	63*	-1	6	4	38
hIAP block	5	2	-26	7	-16	6	-20	6	4	6
A3G deaminase	9	-2	-5	-3	-8	-6	-6	-8	-7	-1
NALP3 yeast inh	62*	5	-1	-4	12	15	22	29	7	34
mIAP activ	1.1	0.98	1.1	0.99	0.95	0.92	1	1.1	1	0.94
MIN6 prolif	-3	4	-2	-1	2	-3	0	-8	-2	1
tim10-1 inh	-13	14	14	4	2	56*	-5	7	22	27

[51] Cc1cc(C)c2c(N)c(C(=O)Nc3ccccc3F)sc2n1
[52] COC(=O)c1oc2ccc(OC)cc2c1N
[53] COc1ccc(OC)c2sc(NC(=O)C(C)C)nc12
[54] CCCc1nnc(NC(=O)CCC(=O)N2CCN(C3CCCC3)CC2)s1
[55] Cc1ccc(C2=NOC(=O)/C2=C\c2ccc(C)o2)cc1
[56] CCOC(=O)C1C(=O)C=C(C)C(C(=O)OCC)C1c1ccc(OC)cc1 (stereo not given)
[57] O=C(Nc1cccc(S(=O)(=O)C(F)F)c1)c1ccc(S(=O)(=O)N2CCCC2)cc1
[58] C=CCNC(=O)c1ccccc1NS(=O)(=O)c1ccc(OC)c(C(=O)N2CCOCC2)c1
[59] O=C(O)CSCc1nc2cccnc2n1C1CCCCC1
[60] Cc1nc(NC(=O)CSc2cc(C)c3ccccc3n2)c(Cl)cc1Cl
assay / entry	51	52	53	54	55	56	57	58	59	60
mIAP inh	-21	13	-2	1	14	4	11	-2	1	6
A3A deaminase	-6	1	-5	1	0	1	-1	-3	-2	-2
TIM10 inh	3	10	17	12	45*	21	-1	-8	12	22
hIAP block	-4	-2	29	0	19	20	10	0	-3	19
A3G deaminase	-6	-4	-7	-3	2	1	-2	-4	-4	-6
NALP3 yeast inh	35	19	-10	4	30	0	16	10	20	36
mIAP activ	1.2	0.87	1	0.99	0.86	0.96	0.89	1	0.99	0.94
MIN6 prolif	-1	-3	-3	1	-1	6	-2	-1	-2	0
tim10-1 inh	-15	9	25	11	59*	21	0	-12	19	41*
